CAL PDZ FP-1: inhibitors of human CAL PDZ peptide binding; Q9HD26; purified CAL PDZ, TMR-peptide fluorescence polarization, 1 h; inhibition, % at 20 µM; 330,000 tested, 0.02% active; AID 504414;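 active means highest replicate inhibition of at least 40%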;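 further: plate controls were DMSO neutral control wells for no effect and unlabeled competitor peptide control wells for full effect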
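Control set: unlabelled peptide and DMSO controls / Material: purified CerCALP PDZ construct / Timing: 1 h incubation at room temperature before polarization reading / Doses: 20 µM, one dose / Detection: fluorescence polarization (mP)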
PKA-R2B activ: activates the human PKA-R2B holoenzyme complex. 340,000 tested, 0.079% active. PKA-R2B holoenzyme dissociation, Cy5-IP20 fluorescence polarization; R2B truncated from residue 108, S112A mutant; 0% DMSO only, 100% 113 µM cGMP. activation, % at 11.4 µM;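 active means activation above a cutoff set at the mean over all compounds plus 3 SD, cut at about 18% in these data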;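 further: higher means more holoenzyme dissociation and a rise in polarization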
DAGLB inh: blocks human DAGLB lipase activity; AID 504411; HEK293T DAGLB membrane lysate, EnzChek fluorogenic substrate; inhibition, % at 5.17 µM; Q8NCG7; 340,000 tested, 0.059% active; in the data active means inhibition above about 34%;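 further: 0% = enzyme with vehicle and 100% = wells lacking enzyme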
Rtt109 HAT inh: inhibitors of Candida albicans Rtt109/Vps75 histone acetyltransferase. Q5AAJ8. purified Rtt109/Vps75, ThioGlo CoA-SH fluorescence, 4 h. inhibition, % at 34.9 µM. 330,000 tested, 0.16% active. AID 540336;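 active means inhibition of at least 50% in every replicate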
SR-BI DiI-HDL act: enhances SR-BI lipid uptake from DiI-HDL. CHO ldlA[mSR-BI] cells, DiI-HDL uptake fluorescence, 3 h; 100 = double the neutral-control signal. AID 504775. 320,000 tested, 0.096% active. activation, % at 12.5 µM;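 active means mean replicate activation of at least 60% and every replicate at or above 60%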;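 further: 0% = median plate neutral-control signal and 100% = twice that signal; values of inactives mirror those of a sister screen read the other way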
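System: LDL receptor-deficient CHO ldlA cells overexpressing murine SR-BI | Timing: 3 h uptake period with compound, 37 °C | Medium: HEPES-buffered (25 mM, pH 7.4) F12 plus 0.5% BSA | Dosing: Single-point compound dose | Signal: Bottom-read fluorescence, 550/595 nm | Read-out: Retained DiI signal reflecting DiI-HDL uptake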
Keap1-Nrf2 PPI: inhibitors of human Keap1-Nrf2 protein-protein interaction; Q14145; Keap1 Kelch-Nrf2 peptide fluorescence polarization, 1536-well; inhibition, % at 9.4 µM; 340,000 tested, 0.15% active; AID 504523; in the data active means inhibition above about 12%;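 further: human Keap1 Kelch domain with fluorescein labeled Nrf2 9mer peptide probe; 0% = neutral control wells and 100% = peptide positive control; higher means more block of Keap1 binding to Nrf2 peptide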
CAL PDZ FP-2: inhibitors of human CAL PDZ peptide binding. Q9HD26. purified CAL PDZ, TMR-peptide fluorescence polarization, 1 h. inhibition, % at 24.9 µM. 300,000 tested, 0.92% active. AID 602252;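 active means mean inhibition of at least 30% with at least half of replicates also reaching 30%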;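 further: 0% = DMSO neutral control and 100% = excess unlabeled competitor peptide PRC23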
Cardiac RTF inh: cardiac RTF calcium desensitization. P19429+P45379. IANBD-labeled cardiac RTF, Ca2+ fluorescence. inhibition, % at 7.15 µM. 340,000 tested, 0.12% active;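 active means inhibition above the mean inhibition of all tested compounds plus 3 SD, cut at about 17% in these data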;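 further: assay run at fixed EC70 calcium of 1.6 mM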
C-LANA FP: KSHV C-LANA DNA binding inhibition. MBP-C-LANA/FAM-LBS DNA binding, fluorescence polarization. inhibition, % at 9 µM. 340,000 tested, 0.078% active. AID 504423;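 active means highest replicate inhibition at or above 60% at 9 µM, even if other replicates fall short; inactive means all replicates below 60% inhibition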;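 further: 0% = neutral control wells and 100% = 4 µM acridine orange control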
cardiac RTF act: cardiac RTF calcium sensitization; P19429+P45379; IANBD-labeled TnC RTF fluorescence at EC20 calcium; 0% EC20 calcium, 100% full calcium; activation, % at 7.2 µM; 340,000 tested, 0.24% active;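 active means activation above the mean over all tested compounds plus 3 SD, cut at about 30% in these data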;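 further: rise in fluorescence read as greater calcium sensitivity of cardiac thin filaments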
* hit, by the source's call; · = not tested or not shown.

#	SMILES	CAL PDZ FP-1	PKA-R2B activ	DAGLB inh	Rtt109 HAT inh	SR-BI DiI-HDL act	Keap1-Nrf2 PPI	CAL PDZ FP-2	Cardiac RTF inh	C-LANA FP	cardiac RTF act
1	CCC(=O)N1CCN(c2ccnc3cc(Cl)ccc23)CC1	-0.8	-8	-2	-5	-2	2	-11	-7	-0.2	-1
2	Cc1ccc(/C(O)=C2/C(=O)C(=O)N(c3ccccn3)C2c2cccc([N+](=O)[O-])c2)cc1 (stereo not drawn)	-0.1	-10	5	3	9	-1	-7	-1	5.1	-2
3	CC(C)=CCc1c(O)c(CC=C(C)C)c2c(c1O)C(=O)CC(c1ccc(O)cc1)O2 (stereo not drawn)	-0.4	2	-1	-7	-32	3	-2	1	2.6	1
4	COc1ccc(N(CC(=O)Nc2cccc3ccccc23)S(C)(=O)=O)cc1	-1.7	4	-4	4	-14	-1	-3	-7	-0.7	-1
5	CCc1ccc(N2CC(C(=O)NC3CC3)CC2=O)cc1 (stereo not drawn)	-4.4	-8	1	-4	·	2	-5	-8	-0.1	0
6	O=S(=O)(c1ccc(F)cc1)n1cnc2ccccc21	-0.2	-9	-2	10	7	0	·	-9	-0.1	0
7	NC1=C(c2ccc(F)cc2)C(=O)CS1	-0.4	2	-1	9	-26	2	-1	1	1.5	1
8	COc1ccc(Nc2nnc(-c3ccc(C)cc3)c3ccccc23)cc1C(=O)N1CCCCC1	-1.9	-1	4	·	-81	4	-2	-8	2.2	-6
9	Cc1[nH]c2ccccc2c(=O)c1CN(C)Cc1ccccc1	-0.4	-5	-2	-5	8	2	-1	1	-1.2	1
10	CCn1c(CCC(=O)Nc2cc(F)ccc2C)nc2cc(S(=O)(=O)N(C)C)ccc21	-2.0	-11	1	·	-34	-2	1	-11	-0.6	7
11	O=C(Nc1nc2c(s1)CN(Cc1ccccc1)CC2)C1CCCC1	-2.0	1	5	-6	-8	-5	2	7	0.4	-2
12	Oc1cccc(C=NNc2ccccn2)c1	0.7	-11	1	-2	2	-2	-9	-2	-0.8	-2

Copied from above: entries 6 to 12
#	SMILES	CAL PDZ FP-1	PKA-R2B activ	DAGLB inh	Rtt109 HAT inh	SR-BI DiI-HDL act	Keap1-Nrf2 PPI	CAL PDZ FP-2	Cardiac RTF inh	C-LANA FP	cardiac RTF act
6	O=S(=O)(c1ccc(F)cc1)n1cnc2ccccc21	-0.2	-9	-2	10	7	0	·	-9	-0.1	0
7	NC1=C(c2ccc(F)cc2)C(=O)CS1	-0.4	2	-1	9	-26	2	-1	1	1.5	1
8	COc1ccc(Nc2nnc(-c3ccc(C)cc3)c3ccccc23)cc1C(=O)N1CCCCC1	-1.9	-1	4	·	-81	4	-2	-8	2.2	-6
9	Cc1[nH]c2ccccc2c(=O)c1CN(C)Cc1ccccc1	-0.4	-5	-2	-5	8	2	-1	1	-1.2	1
10	CCn1c(CCC(=O)Nc2cc(F)ccc2C)nc2cc(S(=O)(=O)N(C)C)ccc21	-2.0	-11	1	·	-34	-2	1	-11	-0.6	7
11	O=C(Nc1nc2c(s1)CN(Cc1ccccc1)CC2)C1CCCC1	-2.0	1	5	-6	-8	-5	2	7	0.4	-2
12	Oc1cccc(C=NNc2ccccn2)c1	0.7	-11	1	-2	2	-2	-9	-2	-0.8	-2

(cont.)
#	SMILES	CAL PDZ FP-1	PKA-R2B activ	DAGLB inh	Rtt109 HAT inh	SR-BI DiI-HDL act	Keap1-Nrf2 PPI	CAL PDZ FP-2	Cardiac RTF inh	C-LANA FP	cardiac RTF act
13	CCOC(=O)c1ccccc1-c1cn2cc(Cl)ccc2n1	-2.7	-11	1	·	-12	5	-2	-14	1.3	-7
14	Cc1ccccc1CSCC(=O)NC1CCCC1	-0.6	7	-1	-3	9	-1	-2	-7	0.6	-3
15	O=C(CN1C(=O)NC2(CCCC2)C1=O)Nc1cc(S(=O)(=O)N2CCCCC2)ccc1Cl	-1.6	-2	4	3	10	-5	-5	-8	-0.2	-1
16	CN1C(=O)CS/C1=N\NC(=O)COc1cccc2cccnc12	0.3	-4	2	1	0	5	-5	-20	2.6	6
17	CCCCOC(=O)c1nnc(-c2ccc(Cl)cc2)o1	-0.2	5	-2	-21	13	3	-2	2	0.2	-5
18	CN(C)c1ccc(/C=C(\NC(=O)c2ccccc2)C(=O)NCc2cccnc2)cc1	1.0	-2	0	-9	·	-14	-6	-13	0.8	2
19	CCN1CCN(CCCNC(=O)c2cn(CCOC)c(=O)c3c2c2ccccc2n3C)CC1	0.0	-6	-3	-4	-5	-1	·	1	0.5	3
20	O=C(OC1CCOC1=O)c1ccc(-c2nc3ccccc3s2)s1 (stereo not drawn)	-4.1	5	0	-2	2	-4	-3	-20	1.0	7
21	CC(C)Cn1c(N)c(C(=O)CSc2ncccn2)c(=O)n(C)c1=O	-2.6	-2	1	-5	-2	1	-4	4	-0.6	-7
22	COc1ccc(S(=O)(=O)NCc2cccnc2)cc1OC	-0.2	1	2	1	4	4	-3	-4	3.3	-2
23	CC(C)c1ccc(/C=C/C(=O)NCCC2=CCCCC2)cc1	-0.7	-7	-16	-6	·	3	-3	-7	-1.5	1
24	COc1ccc2nc(NC(C)=O)sc2c1	-2.6	3	1	7	6	-6	-7	4	0.5	2

#	SMILES	CAL PDZ FP-1	PKA-R2B activ	DAGLB inh	Rtt109 HAT inh	SR-BI DiI-HDL act	Keap1-Nrf2 PPI	CAL PDZ FP-2	Cardiac RTF inh	C-LANA FP	cardiac RTF act
25	COc1ccc2c(c1)nc(SCC(=O)C(C)(C)C)n2C	-2.3	-5	-2	4	-12	1	-2	-6	-0.8	-3
26	CC(C)(C)OC(=O)NCCCCCNC(=O)c1[nH]cnc1C(=O)N[C@@H](CCCCNC(=O)OC(C)(C)C)C(=O)OC(C)(C)C	0.3	-23	-5	12	20	1	3	-3	-5.2	-12
27	COc1ccc(/C=C/c2nnc(NC(=O)CSc3ccc(C)cc3)s2)cc1	-2.2	4	-2	-1	·	-4	-6	-2	0.8	1
28	Cc1ccc(NC(=O)Cn2c([N+](=O)[O-])cnc2C)cc1Cl	0.3	-4	-4	0	-18	-2	0	-8	1.7	4
29	CC(=O)NC(=S)Nc1ccccc1F	-2.3	-6	0	-2	·	-2	-1	-9	-0.9	-6
30	CCC(=O)c1ccc(OCC(=O)Nc2ccccc2N2CCOCC2)cc1	-1.4	4	-4	-5	-25	-2	14	-5	-3.4	2
31	O=C(COc1ccc2cc(Br)ccc2c1)N1CCOCC1	-1.3	-7	1	-2	-10	-1	103*	-13	-0.5	6
32	COc1cc(C(=O)NCC(=O)OCC(=O)N2CCc3ccccc32)cc(OC)c1OC	-2.7	0	0	10	19	5	-4	3	-0.4	-4
33	c1ccc(N2CCN(Cc3cn4cccnc4n3)CC2)cc1	0.0	12	0	-5	-3	-1	-7	-9	1.7	3
34	Cc1ccc(S(=O)(=O)N(C)c2ccc(C(=O)Nc3ccccc3C(=O)N3CCOCC3)cc2)cc1	-1.3	1	-5	6	·	-3	·	-3	0.7	1
35	CCOc1cnn(-c2ccccc2)c(=O)c1Cl	1.5	10	-4	-8	-3	0	-2	-1	-1.5	-5
36	S=c1nc(-c2cc(Cl)ccc2Cl)[nH][nH]1	0.0	5	-2	5	-44	-3	-18	-4	-0.1	0

#	SMILES	CAL PDZ FP-1	PKA-R2B activ	DAGLB inh	Rtt109 HAT inh	SR-BI DiI-HDL act	Keap1-Nrf2 PPI	CAL PDZ FP-2	Cardiac RTF inh	C-LANA FP	cardiac RTF act
37	CCn1cc(CNC(=O)c2cc(COc3ccc(F)cc3Cl)on2)cn1	-1.4	-5	-1	1	-18	-2	0	-8	2.5	-7
38	COc1cc(NC(=O)CSc2nc3ccccc3cc2C)c(C(=O)O)cc1OC	-1.3	4	3	-2	5	-4	-4	1	0.9	4
39	Cn1c(=O)c2c(Nc3ccc(F)cc3)cc(=O)n(-c3ccccc3)c2n(C)c1=O	-0.5	·	·	-2	-5	3	-2	·	-0.4	·
40	COc1cc(C(C)=O)ccc1OCC(O)CN1CCN(c2c(C)cccc2C)CC1 (stereo not drawn)	-1.4	5	-5	0	-28	0	-1	4	-0.5	-5
41	Cc1ccc(N(CC(=O)NC2CCCC2)C(=O)CNC(=O)c2cccs2)c(C)c1	-1.6	-6	-3	1	-36	-3	·	-10	-1.7	6
42	CC(C(=O)N1CCCC1)N1CCN(S(=O)(=O)c2ccc(OC(F)(F)F)cc2)CC1 (stereo not drawn)	-0.1	-3	2	5	9	-3	·	-3	-1.0	0
43	Cc1ccccc1-c1nc(CS(=O)(=O)CC(=O)NCCCN2CCCC2=O)c(C)o1	0.3	2	-1	0	2	2	3	-2	-1.7	-1
44	O=C(CCC(=O)Nc1ccccc1)N/N=C/C=C/c1ccccc1	0.5	-13	-2	3	-16	-1	-3	-6	1.6	0
45	COc1ccc(-c2noc(C3CCCN(C(=O)c4cccc(C)c4)C3)n2)cc1 (stereo not drawn)	-0.5	-1	-6	1	-3	0	·	-5	-1.1	-4
46	Cc1cn([C@H]2C[C@H](O)[C@@H](COS(=O)(=O)O)O2)c(=O)[nH]c1=O	-3.2	-6	-3	2	3	-2	-2	-8	-0.3	-4
47	O=C(CC12CC3CC(CC(C3)C1)C2)Nc1ccccc1N1CCOCC1	-5.3	-5	-3	-1	-14	2	-1	3	-1.8	6
48	COc1cccc(NC(=O)CCN2C(=O)c3cccc([N+](=O)[O-])c3C2=O)c1	0.1	1	0	-2	8	2	-7	-5	0.1	-4

Results in sequence from above:
PKA-R2B activ, nos. 39–46 → ·, 5, -6, -3, 2, -13, -1, -6
Keap1-Nrf2 PPI, nos. 39–46 → 3, 0, -3, -3, 2, -1, 0, -2
CAL PDZ FP-2, nos. 39–46 → -2, -1, ·, ·, 3, -3, ·, -2

The list continues:
#	SMILES	CAL PDZ FP-1	PKA-R2B activ	DAGLB inh	Rtt109 HAT inh	SR-BI DiI-HDL act	Keap1-Nrf2 PPI	CAL PDZ FP-2	Cardiac RTF inh	C-LANA FP	cardiac RTF act
49	CCc1ccccc1NC(=O)Nc1cccs1	-1.6	-11	1	·	3	-7	-2	-17	1.4	-2
50	O=C1NC(=S)N/C1=C/c1cccnc1	0.3	-5	-1	2	3	1	16	-8	0.2	3
51	Cc1[nH]n(-c2ccccc2)c(=O)c1N=Nc1ccc(C(N)=O)cc1	-0.7	-8	3	0	-25	-2	0	5	3.8	-5
52	O=C1NC2(CCCCO2)CO1 (stereo not drawn)	-1.3	5	-4	1	15	-5	-2	-1	0.4	0
53	O=C(COC(=O)c1ccc(O)cc1O)NC(=O)c1ccccc1	-1.2	-5	1	0	39	-2	·	-19	-0.7	4
54	CCOC(=O)c1c(N)sc2c(NC(C)=O)cccc12	-2.2	-1	3	-10	·	1	-1	-15	2.9	-4

Bioassay records from PubChem BioAssay.
